Screening results from PubChem BioAssay.
PI4K2A inh: PI4K2A (human) kinase inhibition; 0.13% of 420,000 active; activity change, negative = inhibition, % at 76.9 µM; purified PI4K2A, ADP-Glo luminescence, 1 h; hits give low values; in the data active = activity change below about -50%; inconclusive = mostly about -30% to -49%;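 also: -100% = wells without enzyme as full effect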
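Compounds are screened against recombinant PI4K2A using PI as substrate and ATP, the latter dispensed at 300 microM. Reactions run one hour at ambient temperature before ADP-Glo detection; full inhibition defined by wells lacking enzyme.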
Pin1 inhibitor: human Pin1 inhibition | Q13526 | Pin1 FP peptide displacement, HiFluor488, 10 min | Potency, µM (highest dose often 115 µM), for the others: top-dose activity, negative = inhibition, actives largely listed as inhibitors | 0.009% of 390,000 active | AID 504891; active = well fitted inhibition curve with a large enough effect in the polarisation, with a control signal flat, not every such curve was filed as active; inconclusive = small, poorly fitted or top-dose-only effect, or effect the other way, or a change in a side signal; inactive = no such curve, though single readings can be large or run the other way; the % refers to the polarisation; also: potency is read from the fitted curve at half-maximal effect; % is scaled to controls: 0 for no effect and ±100 for the full control effect
Target sequence (Q13526 whole entry, looked up): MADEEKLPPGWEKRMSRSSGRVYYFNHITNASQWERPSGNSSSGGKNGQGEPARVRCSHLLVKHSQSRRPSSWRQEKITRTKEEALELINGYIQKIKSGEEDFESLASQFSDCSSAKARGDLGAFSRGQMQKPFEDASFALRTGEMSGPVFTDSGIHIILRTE
GLS inhibitor: glutaminase GLS (human) inhibition; 0.21% of 410,000 active; AID 624170; O94925; Potency, µM (highest dose often 45.5 µM), inactives show at the highest dose activity change, negative = inhibition, hits mostly inhibitors; GLS enzymatic activity, qHTS titration; also: potency is read from the fitted curve at half-maximal effect; % is scaled to controls: 0 for no effect and ±100 for the full control effect
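Two-point fluorescence kinetic (t0, 30 min RT) for hKGA; glutamate detected via glutamate oxidase–HRP–Amplex Red. Substrate: 1 mM L-glutamine solution; buffer 45 mM KH2PO4, pH 8.2.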
ERG Ets-DNA blk: blocks human ERG Ets domain binding to DNA | P11308 | fluorescence polarization, His-ERG Ets domain / labelled DNA | Potency, µM (titrated, usually from 76.9 µM), for the others: at the top dose FP activity, negative = inhibition, hits mostly inhibitors | 0.028% of 370,000 active | AID 624246; active = well fitted inhibition curve with a large enough effect in the polarisation, with a control signal flat; inconclusive = small, poorly fitted or top-dose-only effect, or effect the other way, or a change in a side signal; inactive = no such curve, though single readings can be large or run the other way; the % refers to the polarisation;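 also: polarization taken with two DNA probes labelled with fluorescein and Texas red; potency is read from the fitted curve at half-maximal effect; % of control where 0% means no effect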
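His-tagged ERG Ets domain (1 uM in the protein solution; 300mM KCl, 50mM Tris-HCl, 1mM EDTA, 1mM DTT, pH 7.5) received compound, then a probe mix of 5 nM fluorescein-DNA and 100nM Texas-615-DNA. Fluorescence polarization was read for both dyes.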
G9a block: G9a (human) methyltransferase inhibition; Q96KQ7; G9a H3K9 monomethylation, AlphaScreen, 2 h; Potency, µM (series often up to 102 µM), for the others: at the top dose activity, negative = inhibition, most hits filed as inhibitors; 8.8% of 350,000 active; also: potency is read from the fitted curve at half-maximal effect; % is scaled to controls: 0 for no effect and ±100 for the full control effect; nearly all actives have a fitted effect of over 75% in size
Target sequence (Q96KQ7 913-1193 limits assumed): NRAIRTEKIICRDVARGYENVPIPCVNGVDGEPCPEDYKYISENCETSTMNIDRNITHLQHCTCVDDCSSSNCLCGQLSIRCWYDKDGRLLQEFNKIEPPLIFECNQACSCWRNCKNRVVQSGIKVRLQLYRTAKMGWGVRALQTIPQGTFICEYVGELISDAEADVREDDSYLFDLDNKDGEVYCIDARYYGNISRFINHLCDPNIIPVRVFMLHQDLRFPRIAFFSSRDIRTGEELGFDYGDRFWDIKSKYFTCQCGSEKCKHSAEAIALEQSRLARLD
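Compounds were preincubated with 20 nM G9a for 15 min, after which biotinylated H3K9 peptide (500 nM) and SAM (20 uM) started a 2 h room-temperature reaction. Monomethylated product was quantified by antibody-based AlphaScreen chemiluminescence.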
BAZ2B block: inhibitors of human BAZ2B bromodomain | Q9UIF8 | Potency, µM (series often up to 114 µM), inactives show at the highest dose activity change, negative = inhibition, actives largely listed as inhibitors | AID 504333 | AlphaScreen BAZ2B-H3K14Ac peptide displacement | 4.4% of 360,000 active; also: potency is read from the fitted curve at half-maximal effect; % is scaled to controls: 0 for no effect and ±100 for the full control effect; nearly all actives have a fitted effect of over 60% in size
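In this displacement format the biotinylated H3(5-23) peptide acetylated at Lys14 serves as ligand at 50 nM, with BAZ2B at 50 nM in PBS pH 7.4 containing 0.01% Tween-20. Donor and acceptor beads are 10 ug/mL final.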
HP1b chromo inh: blocks HP1-beta chromodomain binding to methylated histone tails; P83916; AlphaScreen HP1-beta / biotin-H3K9me3 peptide binding; Potency, µM (series often up to 114 µM), inactives show top-dose activity change, negative = inhibition, usual class: inhibitors; 0.56% of 390,000 active; AID 540317; also: potency is read from the fitted curve at half-maximal effect; nearly all actives have a fitted effect of over 70% in size; inactives centre near 23
Target sequence (P83916 whole entry, looked up): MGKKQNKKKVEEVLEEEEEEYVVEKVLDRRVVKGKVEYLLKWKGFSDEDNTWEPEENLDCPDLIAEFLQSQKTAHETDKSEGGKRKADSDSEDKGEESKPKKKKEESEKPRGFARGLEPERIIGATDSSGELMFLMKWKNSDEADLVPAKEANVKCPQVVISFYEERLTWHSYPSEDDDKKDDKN
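HP1-beta protein (50 nM final) preincubated 30 min at room temperature with biotinylated H3(1-18)K9me3 peptide (50 nM) in PBS pH 7.4, 0.01% Tween-20, then compound added for 30 min. AlphaScreen streptavidin donor/nickel chelate acceptor beads (10 ug/mL final), 30 min dark, luminescence read.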
JMJD2A Tudor: blocks the human JMJD2A Tudor domain; 4.4% of 390,000 active; Potency, µM (highest dose often 114 µM), without a hit: at the highest dose activity change, negative = inhibition, most hits filed as inhibitors; AlphaScreen JMJD2A-Tudor / H3K4me3 peptide binding; O75164; also: potency is read from the fitted curve at half-maximal effect; % is scaled to controls: 0 for no effect and ±100 for the full control effect; nearly all actives have a fitted effect of over 50% in size
Tb PGK inh: blocks T. brucei phosphoglycerate kinase; Potency, µM (highest dose often 57.5 µM), without a hit: top-dose activity change, negative = inhibition, actives largely listed as inhibitors; 0.043% of 380,000 active; PGK/GAPDH coupled, Kinase-Glo luminescence, 60 min; AID 602233; P07378; also: potency is read from the fitted curve at half-maximal effect; % is scaled to controls: 0 for no effect and ±100 for the full control effect; nearly all actives have a fitted effect of over 60% in size
Target sequence (P07378 whole entry, looked up): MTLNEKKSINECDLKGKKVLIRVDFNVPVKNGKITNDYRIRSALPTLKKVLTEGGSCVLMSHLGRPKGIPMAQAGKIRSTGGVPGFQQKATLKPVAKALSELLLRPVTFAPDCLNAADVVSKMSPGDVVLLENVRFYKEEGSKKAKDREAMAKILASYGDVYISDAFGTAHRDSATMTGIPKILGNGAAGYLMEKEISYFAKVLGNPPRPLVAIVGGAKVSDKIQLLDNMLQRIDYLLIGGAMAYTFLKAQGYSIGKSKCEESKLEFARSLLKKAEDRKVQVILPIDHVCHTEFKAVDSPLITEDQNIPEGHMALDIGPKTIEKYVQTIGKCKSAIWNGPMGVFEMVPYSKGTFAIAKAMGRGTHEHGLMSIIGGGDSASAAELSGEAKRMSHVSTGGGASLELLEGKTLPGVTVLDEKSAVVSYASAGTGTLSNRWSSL
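Luminescent ATP detection (Kinase-Glo Plus) follows a 60-minute room-temperature incubation, with wells lacking PGK as controls. Buffer: 100 mM TEA (pH 7.6), 5 mM MgCl2, 0.01% Tween-20. Coupling enzyme GAPDH (100 nM final) supplies unstable 1,3-BPG in-well.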
Starred values were filed as active, the others as inactive; i = inactive; ? = inconclusive; · = not tested or not shown; [ ] = another dose, or the depositor's remark. Unless noted, calls follow the shape of the dose curve; as a rule, active = well fitted curve in the direction sought with a large enough effect; inconclusive = small, poorly fitted or top-dose-only effect, or another doubt; inactive = no such curve, though single readings can be large; an effect the other way counts as inactive or inconclusive. The order is random (roughly 11% active in at least one column).

PI4K2A inh	Pin1 inhibitor	GLS inhibitor	ERG Ets-DNA blk	G9a block	BAZ2B block	HP1b chromo inh	JMJD2A Tudor	Tb PGK inh	Molecule
-4	0%	-8%	-16%	?	-22%	32%	-4%	i	Cc1ccc(OCCCC(=O)Nc2ccc(S(=O)(=O)Nc3ccccn3)cc2)cc1
-5	57%[activator]	2%	-5%	?	-5%	-11%	?	i	COc1ccccc1CN(Cc1cc2cc(C)ccc2[nH]c1=O)Cc1nnnn1Cc1ccco1
4	-9%	45%[activator]	-1%	-33%	-15%	52%[activator]	0%	-1%	Cc1cc(C)n2nc(S(=O)(=O)Nc3c(Cl)cccc3Cl)nc2n1
-1	9%	10%	-2%	-27%[59 µM]	-37%	-4%	-30%	1%	COc1cc(-c2[nH]nc3c2C(c2ccoc2)C(C#N)=C(N)O3)cc(OC)c1OC (stereo unspecified)
13	0%	0%	0%	-21%[59 µM]	-36%	30%	-17%	7%	Cc1cccc(N2CCN(C(=O)CN3C(=O)COc4ccc(S(=O)(=O)N5CCOCC5)cc43)CC2)c1C
-4	-2%	14%	2%	?	-15%	27%	-6%	3%	COc1cc(C(=O)OCCCN2CCOCC2)ccc1O
-2	5%	-3%	-1%	-14%	8%	33%	-18%	-1%	C=CCOC(=O)C1=C(C)NC(SCC(=O)Nc2ccc(C)c(Cl)c2)=C(C#N)C1c1ccco1 (stereo unspecified)
-2	0%	12%	-2%	-12%	-2%	26%	-10%	0%	O=C(COC(=O)COc1ccc(Cl)cc1Cl)Nc1cccnc1Cl
-1	7%	0%	-1%	1%	-15%	10%	-23%	-5%	O=C(Cn1cnc2cc([N+](=O)[O-])ccc2c1=O)NCc1ccc(Cl)cc1
6	?	13%	19%	-15%	?	7%[57 µM]	?	-12%	CN(C)c1ccc(/C=C2\C(=N)N3N=C(CC(=O)N4CCCCC4)SC3=NC2=O)cc1
5	10%	0%	2%	·	?	-18%	?	-7%	COc1ccccc1Nc1nc2nonc2[nH]c1=O
2	-2%	12%	1%	-50%	13%	14%	-15%	5%	COc1ccc(NC(=O)CSc2nnc(-c3ccncc3)n2CC2CCCO2)c(OC)c1 (stereo unspecified)
7	0%	-9%	1%	·	·	58%[activator]	0%	i	O=C(Cc1cccc(NC(=O)C2CCCN(C(=O)CCc3ccccc3)C2)c1)Nc1ccc(C(=O)N2CCOCC2)cc1 (stereo unspecified)
-5	-4%	13%	2%	6%[59 µM]	?	31%	-26%	-9%	CC(C)c1onc(C(=O)N2CCN(c3ccccc3)CC2)c1[N+](=O)[O-]
3	0%	0%	1%	5%[59 µM]	-1%	36%	-8%	8%	CCOc1ccccc1NC(=O)N1CCC(N2CCN(Cc3ccccc3)C(=O)C2=O)CC1
0	-3%	11%	6%	-7%	1%	-7%	?	-3%	CCOc1ccc(C(C)=O)cc1CSc1nnc(-c2cccs2)n1CC1CCCO1 (stereo unspecified)
0	8%	1%	·	-2%[59 µM]	8%	16%	-2%	1%	O=C(COc1ccc(CO)cc1)Nc1ccc(F)cc1
-6	?	1%	66%[activator]	20%[0.501 µM]	?	2%	-32%	-7%	Cc1ccc(S(=O)(=O)NN2C(=O)/C(=C/c3cccc(F)c3)SC2=S)cc1
2	-8%	-7%	-3%	-7%[59 µM]	-5%	9%	-18%	-8%	CCOc1ccc(C(=O)N2CCC(c3nc4ccccc4o3)CC2)cc1
-5	16%	2%	-3%	?	?	2%	-14%	-4%	CN(Cc1ccccc1)S(=O)(=O)c1ccc(NS(=O)(=O)Cc2ccccc2)cc1
1	3%	5%	2%	1%[59 µM]	-29%	30%	-26%	4%	COc1ccc(OC)c(S(=O)(=O)N2CCN(c3ccc(F)cc3)CC2)c1
-21	1%	-16%	0%	-13%	-31%	30%	-32%	6%	CCCC(c1nnnn1Cc1ccco1)N1CCN(c2cc(Cl)ccc2C)CC1 (stereo unspecified)
-2	2%	1%	4%	-5%[0.501 µM]	8%	48%[activator]	-1%	5%	O=S(=O)(NC(=NCc1ccccc1)c1ccccc1F)c1ccccc1
-1	5%	4%	-6%	30%[59 µM]	·	31%	-6%	7%	Cc1ccc(C(C)C)c2oc(=O)cc(-c3ccc(-c4ccc(C(F)(F)F)cc4)cc3)c12
-17	17%	-1%	-3%	?	?	14%	-7%	-5%	COc1ccc(/C=C\C(=O)c2c(O)ccc3c(C)cc(=O)oc23)cc1OC

Molecules listed so far containing a nitro group on carbon, in the order listed:
PI4K2A inh	Pin1 inhibitor	GLS inhibitor	ERG Ets-DNA blk	G9a block	BAZ2B block	HP1b chromo inh	JMJD2A Tudor	Tb PGK inh	Molecule
-1	7%	0%	-1%	1%	-15%	10%	-23%	-5%	O=C(Cn1cnc2cc([N+](=O)[O-])ccc2c1=O)NCc1ccc(Cl)cc1
-5	-4%	13%	2%	6%[59 µM]	?	31%	-26%	-9%	CC(C)c1onc(C(=O)N2CCN(c3ccccc3)CC2)c1[N+](=O)[O-]

Look-ups from the list.
Result of COc1cc(-c2[nH]nc3c2C(c2ccoc2)C(C#N)=C(N)O3)cc(OC)c1OC (stereo unspecified) in ERG Ets-DNA blk: -2%
Result of O=C(COc1ccc(CO)cc1)Nc1ccc(F)cc1 in HP1b chromo inh: 16%

(cont.)
PI4K2A inh	Pin1 inhibitor	GLS inhibitor	ERG Ets-DNA blk	G9a block	BAZ2B block	HP1b chromo inh	JMJD2A Tudor	Tb PGK inh	Molecule
1	3%	22%	-1%	1%[59 µM]	-10%	9%	-15%	1%	CCCNc1nc2c(c(=O)n(C)c(=O)n2C)n1CCc1ccccc1
-1	5%	6%	-2%	·	3%	30%	-17%	0%	CN(Cc1nccs1)C(=O)c1ccc2nc(Cc3ccccc3F)oc2c1
-3	0%	6%	0%	-11%[59 µM]	1%	11%	-8%	i	CC(C)NC(=O)NC(=O)COC(=O)c1ccccc1Oc1ccccc1
2	1%	7%	10%	15%[59 µM]	2%	50%[activator]	3%	-9%	CC1CCCCN1C(=O)Cn1cc(C#N)c2ccccc21 (stereo unspecified)
2	1%	-18%	-3%	0%[59 µM]	7%	3%	-19%	-1%	CC(C)CNS(=O)(=O)c1ccc(CCC(=O)N2CCN(Cc3ccc4c(c3)OCO4)CC2)cc1
-1	0%	-5%	-13%	?	-31%	20%	-18%	-1%	Cc1ccccc1N=C1SCCN1C(=O)CN1C(=O)NC2(CCCC2)C1=O
-22	18%	-3%	2%	-1%	-8%	37%	-12%	-2%	CCc1nnc(NC(=O)CCC(=O)Nc2ccc(Cl)cc2)s1
6	-6%	-9%	3%	2%[59 µM]	3%	10%	-15%	-1%	CCOc1ccc(NC(=O)c2cc(S(=O)(=O)N3CCOCC3)ccc2F)cc1
0	4%	1%	1%	-5%[59 µM]	-15%	17%	-13%	4%	CCn1c(=O)cc(SCC(=O)NCc2ccc(OC)cc2OC)c2ccccc21
-5	1%	6%	2%	45µM*	?	12%	-12%	i	COc1cccc(C2C(C(=O)c3ccc(C)o3)=C(O)C(=O)N2c2cc(C)on2)c1 (stereo unspecified)
4	1%	3%	-1%	-32%	-26%	45%[activator]	5%	i	CCOC(=O)c1oc2ccccc2c1NC(=O)CN1CCOCC1
-3	8%	-16%	-8%	?	-4%	35%	-13%[11.4 µM]	-4%	CCCCC(c1nnnn1CCOC)N1CCN(CC)CC1 (stereo unspecified)
-9	-2%	1%	-1%	13%	-6%	10%	-2%	i	Cc1noc(C)c1COc1cccc(C(=O)Nc2cccnc2)c1
-1	-4%	120%[activator]	7%	32µM*	-37%	?	?	-4%	O=C(c1ccc2ccccc2c1)N1CCN(c2ccc(O)cc2)CC1
-3	-6%	-4%	6%	-5%	-2%	-10%	-18%	-6%	CCN(Cc1nc(-c2ccc(OC)c(OC)c2)no1)C(=O)c1ccoc1C
-7	-8%	3%	5%	0%[59 µM]	2%	9%	-10%	0%	CSc1nc2c(c(=O)n1-c1ccc(C)cc1)SCC2
0	0%	8%	-3%	-42%[59 µM]	7%	7%	-9%	-8%	Cc1ccc(-c2nnc(SCC(=O)NCC3CCCO3)n2C)cc1 (stereo unspecified)
-3	7%	-4%	12%	·	-27%	9%	-3%	0%	CCC(=O)Nc1ccc(NC(=O)c2cccc3c(Br)cccc23)cc1
7	-6%	-2%	-3%	11%[59 µM]	-1%	29%	5%	-4%	O=C(Cn1c(=O)n(-c2ccc(Cl)cc2)c(=O)c2c3c(sc21)CCCCC3)Nc1cccc(Cl)c1
1	-1%	6%	5%	6%[59 µM]	1%	16%	-13%	-10%	NS(=O)(=O)c1ccc(NC(=O)CCn2c(=O)oc3ccccc32)cc1

Record cards, from the list above:
Cc1ccccc1N=C1SCCN1C(=O)CN1C(=O)NC2(CCCC2)C1=O as listed: PI4K2A inh = -1; Pin1 inhibitor = 0%; GLS inhibitor = -5%; ERG Ets-DNA blk = -13%; G9a block = ?; BAZ2B block = -31%; HP1b chromo inh = 20%; JMJD2A Tudor = -18%; Tb PGK inh = -1%
Cc1ccc(-c2nnc(SCC(=O)NCC3CCCO3)n2C)cc1 (stereo unspecified) as listed: PI4K2A inh = 0; Pin1 inhibitor = 0%; GLS inhibitor = 8%; ERG Ets-DNA blk = -3%; G9a block = -42%[59 µM]; BAZ2B block = 7%; HP1b chromo inh = 7%; JMJD2A Tudor = -9%; Tb PGK inh = -8%
